# Assay outcomes: PubChem BioAssay, several laboratories
# L929 necroptosis: blocks zVAD induced death of L929 cells. L929 zVAD necroptosis rescue, ATP luminescence, 24 h; with zVAD 60 µM. viability rescue, % at 10 µM. hit rate 0.38% among 220,000;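 active = activation, scaled between plate controls, above about 75%, limit read from the data; inactive = activation under that limit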;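 note: 0% = zVAD with DMSO and 100% = DMSO alone without zVAD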
# PERK inh: blocks human PERK kinase. AID 1416. hit rate 0.17% among 220,000. Q9NZJ5. CHO PERK-DD fusion, SEAP luminescence translation reporter. inhibition, % at 5.6 µM;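 active = inhibition above the mean inhibition of all tested compounds plus 3 SD, set separately per screening campaign, cut at about 2.9% in these data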;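 note: PERK kinase domain activated by AP20187 dimerizer at 100 nM; 0% = DMSO with dimerizer and 100% = rapamycin at 8.4 µM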
# TNF death inh: blocks TNF-alpha induced death of Jurkat FADD-/- cells; Jurkat FADD-/- TNF necroptosis rescue, ATP luminescence, 24 h; 0 = TNF only, 100 = no-TNF cells; activation (protection from cell death), % at 10 µM; hit rate 0.068% among 220,000; AID 463075;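 active = activation, meaning protection from cell death, of at least 50% relative to plate controls; inactive = activation below 50%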;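 note: necroptosis triggered by 40 ng/mL TNF-alpha added together with compound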
# EP2 modulator: modulates human prostaglandin E2 receptor EP2 signaling. hit rate 0.83% among 260,000. induction, % at 25 µM. EP2-expressing cells, cAMP HTRF FRET, PGE2 co-stimulation. P43116;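 active = compounds whose cAMP rise, as percent of the full-agonist control response, exceeds 60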;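 note: rat C6 glioma line stably carrying human EP2 under a CMV promoter; the protocol text gives 20 µM as final concentration; 100% = response of wells given 1 µM PGE2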
# Runt-CBFb FRET: inhibitors of human RUNX1 Runt domain binding to CBFb | Q01196+Q13951 | inhibition, % at 20 µM | AID 1496 | Cerulean-Runt/Venus-CBFb FRET ratio 530/480, 1 h | hit rate 0.46% among 220,000;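 active = inhibition over about 50% at 20 µM in the single-dose screen, limit read from the data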;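 note: 0% = DMSO wells and 100% = excess unlabeled CBFb competitor control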
# Target sequence (Q01196 whole entry, looked up, the tested form may be a part): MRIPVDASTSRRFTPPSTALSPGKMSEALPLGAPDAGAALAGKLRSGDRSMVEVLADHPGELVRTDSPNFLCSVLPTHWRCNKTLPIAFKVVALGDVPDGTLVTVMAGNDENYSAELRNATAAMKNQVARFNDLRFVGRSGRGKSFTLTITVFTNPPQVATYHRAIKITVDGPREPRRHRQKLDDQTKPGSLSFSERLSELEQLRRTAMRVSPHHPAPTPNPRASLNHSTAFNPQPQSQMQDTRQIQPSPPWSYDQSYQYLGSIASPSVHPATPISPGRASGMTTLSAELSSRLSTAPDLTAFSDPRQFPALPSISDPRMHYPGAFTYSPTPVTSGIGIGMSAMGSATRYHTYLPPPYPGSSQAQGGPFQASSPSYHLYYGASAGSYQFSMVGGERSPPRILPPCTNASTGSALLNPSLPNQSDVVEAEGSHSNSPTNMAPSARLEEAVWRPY
# Target sequence (Q13951 whole entry, looked up, the tested form may be a part): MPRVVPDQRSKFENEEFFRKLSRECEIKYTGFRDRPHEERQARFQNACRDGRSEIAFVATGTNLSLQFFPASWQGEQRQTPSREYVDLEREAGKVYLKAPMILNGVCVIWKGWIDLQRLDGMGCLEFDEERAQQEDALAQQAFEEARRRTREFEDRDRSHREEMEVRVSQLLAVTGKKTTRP
#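 test system = Cerulean-tagged RUNX1 Runt domain (FRET donor) fusion protein | reagent = Venus-CBFb binding partner, 100 nM | incubation = protein complex preformed 1 h, compound exposure 1 h, room temperature, dark | detection = FRET fluorescence | read-out basis = loss of energy transfer signal | controls = 5 µM unlabeled CBFb as full-inhibition high control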
# EP2 antag: blocks the human prostaglandin E2 receptor EP2 | P43116 | C6 glioma cells expressing human EP2, cAMP TR-FRET; cells stimulated with saturating PGE2 | inhibition, % at 25 µM | hit rate 0.52% among 260,000;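 active = percent inhibition above 40 after rounding to a whole number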;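 note: rat C6 glioma host cells with rolipram phosphodiesterase inhibitor present; the protocol text gives 20 µM as final concentration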
# Runt-SMMHC FRET: inhibitors of human RUNX1 Runt domain binding to CBFb-SMMHC | Cerulean-Runt/Venus-CBFb-SMMHC FRET ratio 530/480, 1 h | hit rate 0.74% among 220,000 | Q01196+Q13951 | inhibition, % at 20 µM;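 active = mean inhibition across duplicate retests at 20 µM reaching about 50%, limit read from the data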;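 note: 0% = DMSO wells and 100% = wells with excess untagged CBFb-SMMHC; inhibitors lower the FRET ratio by blocking Runt binding to CBFb-SMMHC; some results filed as inactive read as strong as hits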
# RBBP9 inh: blocks human serine hydrolase RBBP9; O75884; recombinant RBBP9, FP-Rh probe fluorescence polarization; inhibition, % at 7.94 µM; hit rate 0.2% among 220,000;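 active = inhibition above the campaign mean of all tested compounds plus 3 SD, cut at about 14% in these data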;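 note: plate controls were DMSO wells with RBBP9 for no effect and wells lacking RBBP9 protein for full effect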
# Target sequence (O75884 whole entry, looked up): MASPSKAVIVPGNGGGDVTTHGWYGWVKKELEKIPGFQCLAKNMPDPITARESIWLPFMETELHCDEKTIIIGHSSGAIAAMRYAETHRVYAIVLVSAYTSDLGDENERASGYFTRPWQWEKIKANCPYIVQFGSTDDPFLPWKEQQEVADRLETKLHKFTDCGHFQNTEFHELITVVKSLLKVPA
#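 System: RBBP9 protein / Buffer or medium: Tris/NaCl buffer pH 8.0 with 0.1% Pluronic / Probe or stimulus: Serine-hydrolase probe FP-Rh, 375 nM pre-mixing / Dosing: 7.94 µM single dose, 0.794% DMSO / Times: enzyme-compound preincubation 30 min, then probe labeling 45 min, 25 °C / Technique: fluorescence polarization (mP), excitation 525 nm, emission 598 nm / Replication: singlicate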
# Hck-Nef inh: blocks Nef-activated human Hck kinase; inhibition, % at 20 µM; P08631; Recombinant Hck-YEEI plus Nef, Z-Lyte FRET kinase assay; AID 463187; hit rate 0.68% among 220,000;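 active = Hck-Nef kinase inhibition above about 50%, limit read from the data; inactive = inhibition below that limit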;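 note: 0% = DMSO with Hck plus Nef and 100% = Hck alone without Nef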
# * hit, by the source's call; nt = no result given; & = joins results of further samples. This is a subset; the hit share may differ from the screen's.
SMILES,L929 necroptosis,PERK inh,TNF death inh,EP2 modulator,Runt-CBFb FRET,EP2 antag,Runt-SMMHC FRET,RBBP9 inh,Hck-Nef inh
NC(=O)c1ccc(NC(=O)CCc2nc3ccccc3s2)cc1,-0.2,1.2,1.4,-19,4,4,-12,-12,14
CCn1cc(CNC(=O)CCc2ccc(OC)cc2)cn1,-0.1,-0.3,-0.2,3,0,21,-7,1,0
O=C(Nc1cccnc1)C1(c2ccccc2)CCCC1,0.5,-0.4,-0.3,9,1,3,-4,-6,5
CC(=O)c1ccc(-c2ccc(/C=C(/Sc3n[nH]c(C)n3)C(=O)O)o2)cc1,1.6,-0.7,-2.3,-37,-6,12,-92,1,-17
CCOc1ccc(C(=O)NCC(=O)OCC(=O)N2CCCCC2)cc1,1.5,0.3,1.0,19,1,14,-4,-4,2
COc1ccccc1/C=C/C=N/NC(=O)c1cc(-c2ccc(C)o2)[nH]n1,9.3,-0.1,-8.2,-54,-37,19,-38,-8,17
Cc1cc([N+](=O)[O-])nn1CC(=O)NCc1nc2ccccc2[nH]1,1.7,1.0,2.1,-7,1,12,0,-2,26
Cc1cccc(OCc2nnc(SCC(=O)N3c4ccccc4Sc4ccc(Cl)cc43)o2)c1,-0.1,0.5,1.2,20,2,2,8,-3,4
CCOC(=O)c1ccc(NC(C)=O)c([N+](=O)[O-])c1,1.9,-0.1,4.6,8,3,5,-2,-3,9
COC(=O)c1ccc(NC(=O)COc2ccc([N+](=O)[O-])cc2)cc1,0.2,-0.2,0.8,-16,6,7,-7,3,3
O=C(C[n+]1ccccc1)Nc1ccccc1Br,2.5,0.9,0.9,41,-2,24,-2,2,18
COc1cc(/C=C(\C#N)c2nc3ccccc3n2C)cc(OC)c1O,2.1,-0.3,1.4,-1,-128,4,-238,-4,2
COc1ccc(CNC(=O)CN2CCC(C(=O)c3ccc(OC)cc3)CC2)cc1,-0.4,-1.0,-0.3,-36,-2,6,4,-6,2
Cc1cc(NC(=O)c2ccccc2)n(C(C)(C)C)n1,0.7,2.0,-1.2,-16,2,9,-2,1,7
O=C(CCCSc1nc2sc3c(c2c(=O)[nH]1)CCC3)NCCCO,1.8,1.0,0.7,11,-1,7,-9,1,6
O=C(CSc1ccccn1)N/N=C/c1cccc([N+](=O)[O-])c1,0.8,-0.6,1.7,-27,-3,7,0,-5,9
O=C(Cc1csc(NC(=O)c2ccc(F)cc2)n1)NO,0.5,0.5,-3.9,-24,-1,0,-4,12,15
O=C(COc1ccc2ccccc2c1)NC1=NCCS1,0.0,0.9,-0.5,-28,-2,11,-7,-2,3
CCOC(=O)Cc1c(C)nc2cc(C)nn2c1C,0.0,0.4,-0.5,20,-2,14,-13,11,6
CC(=O)c1nn(-c2cccc(Br)c2)cc1C(=O)c1ccccc1,-1.0,-0.4,-0.5,-3,-1,5,-3,-3,-23
COc1ccc(Oc2cc(F)nc(N)n2)cc1,-0.1,1.1,-2.4,0,2,5,1,-11,0
COCc1cc(/C=N\NC(=O)Cc2ccc(OC)cc2)ccc1OC,0.8,1.1,0.7,19,0,7,0,-6,2
COc1ccccc1NC(=O)O/N=C(\N)c1ccccc1,-0.7,-0.1,1.1,3,1,5,1,-3,15
O=C(CCc1ccc(S(=O)(=O)N2CCOCC2)cc1)Nc1cc(Cl)ccc1N1CCOCC1,-0.1,-0.8,0.0,1,-3,2,-4,8,2
Oc1ccc(Cl)cc1C1=NNC(c2cc(Br)cc3c2OCOC3)C1 (stereo not given),3.9,0.0,-1.9,-8,-6,9,-26,-12,23
# (continued)
SMILES,L929 necroptosis,PERK inh,TNF death inh,EP2 modulator,Runt-CBFb FRET,EP2 antag,Runt-SMMHC FRET,RBBP9 inh,Hck-Nef inh
CC#C[C@]1(O)CC[C@H]2[C@@H]3CCC4=CC(=O)CCC4=C3[C@@H](c3ccc(N(C)C)cc3)C[C@@]21C,0.8,-1.5,-10,-11&-7,3,27&26,42,-3,-1
CC(C)Cn1c(SC(C)C(=O)Nc2ccc(N3CCOCC3)cc2)nc2ccccc21 (stereo not given),0.4,-1.1,2.6,16,2,6,0,2,5
CC(C)C(=O)N1CCC(c2nc(-c3ccc(S(=O)(=O)N4CCCC4)cc3)no2)CC1,-0.1,1.0,-5.9,-12,-4,12,0,3,0
CCCOc1ccc(/C(O)=C2/C(=O)C(=O)N(CCN(C)C)C2c2ccc(OC)c(OC)c2)cc1 (stereo not given),0.7,0.3,-0.2,-1,nt,13,0,1,5
Cc1ccc(Cl)cc1NC(=S)N(CCN(C)C)Cc1cccs1,-0.2,-0.7,1.0,9,0,3,0,-1,1
O=C(CN1C(=O)S/C(=C\C=C\c2ccccc2)C1=O)Nc1cccc(O)c1,0.2,-0.1,6.7,-17,0,6,-1,-14,2
O=C1c2ccc([N+](=O)[O-])cc2NC(c2ccco2)N1/N=C/c1ccco1 (stereo not given),-0.8,0.7,-3.4,-1,47,5,42,5,-1
Cc1cc(NC(=O)c2cccc(S(=O)(=O)N3CCCCCC3)c2)n(-c2ccccn2)n1,0.7,0.4,2.4,15,-8,14,-9,-2,3
CC(C)CCNC(=O)c1sc2ccc(S(=O)(=O)N3CCCCC3)cc2c1N,15,-0.4,6.3,11,12,13,4,1,1
NC(=O)C1CCN(Cc2nc(-c3ccccc3)no2)CC1,0.2,0.8,0.3,9,-2,6,-2,-7,4
Cc1ccc(C)c(NC(=O)CSc2nnc([C@@H]3CCCN3C(=O)OC(C)(C)C)o2)c1,0.0,-1.6,-3.0,12,-1,9,0,-6,-1
CC12CN(C(=O)c3ccccc3Br)CC(C)(CN(C(=O)c3ccccc3Br)C1)C2=O,0.9,0.0,0.4,-33,-1,8,-1,4,11
COc1cc2c(cc1OC)-c1nnc(-c3cccs3)n1C(C)(C)C2,0.3,-0.3,-2.0,nt,nt,7,nt,-4,23
Cc1ccc(C(=O)NC(=S)Nc2ccc(-c3cc4ccccc4oc3=O)cc2)c(C)c1,0.2,0.5,-1.9,24,-2,19,6,-6,1
CCCCCC(=O)N(O)C1CC(=O)N(c2ccccc2)C1=O (stereo not given),-0.5,0.3,-0.4,17,21,17,11,-1,2
O=C(CCN1CCc2ccccc2C1)Nc1ccc(F)c(F)c1,-0.2,-1.6,3.1,-23&-55,2,7&13,-3,-5,1
CC(=O)Nc1nc2n(n1)C(c1ccc(F)cc1)C=C(c1ccccc1)N2 (stereo not given),-0.2,0.1,-13,29,-56,25,-58,-8,-5
Cc1noc(C(=O)NCc2ccccc2)c1Cl,0.2,1.5,9.7,-8,-2,7,-4,-10,1
Cc1ccc(NC(=O)CCl)cc1S(=O)(=O)N1CCCCCC1,3.1,0.8,-12,-46,-3,3,0,-5,35
Cc1n[nH]c(=S)n1/N=C/c1ccc(OCc2ccc(Cl)cc2)cc1,-0.4,0.9,-4.1,24,6,9,5,-3,3
CCOC(=O)c1c(NC(=O)c2ccncc2)sc(C)c1C,0.6,0.1,0.2,74*,-1,7,-5,-4,30
NC(N)=NC(N)=NCCc1ccccc1,1.7,0.9,0.3,23,-1,13,6,-4,-9
CN(CCCNC(=O)C1CCCN(S(=O)(=O)c2cnc[nH]2)C1)c1ccccc1 (stereo not given),0.4,1.2,0.6,-5,9,11,2,0,8
O=C(CSc1nc2ccccc2c(=O)n1-c1ccc(F)cc1)Nc1cc(S(=O)(=O)N2CCOCC2)ccc1Cl,1.3,-0.9,0.8,-2,-5,4,4,-7,3
Cc1c(Cl)c([N+](=O)[O-])nn1CC(=O)NC(C)C1CC2CCC1C2 (stereo not given),-1.0,-0.1,0.6,4,4,12,2,-7,-1

# Limited to L929 necroptosis, PERK inh and RBBP9 inh, for 2 of the compounds above:
SMILES | L929 necroptosis | PERK inh | RBBP9 inh
CCn1cc(CNC(=O)CCc2ccc(OC)cc2)cn1 | -0.1 | -0.3 | 1
COc1cc2c(cc1OC)-c1nnc(-c3cccs3)n1C(C)(C)C2 | 0.3 | -0.3 | -4

# The listing continues.
SMILES,L929 necroptosis,PERK inh,TNF death inh,EP2 modulator,Runt-CBFb FRET,EP2 antag,Runt-SMMHC FRET,RBBP9 inh,Hck-Nef inh
Cc1ccc(-c2csc(=S)[nH]2)cc1,0.9,-0.3,-0.1,-4,39,4,43,-11,30
COc1ccc(-c2ccc(OC)c([C@H]3[C@H]4C=CC[C@@H](C)[C@@H]4C(=O)N3Cc3ccccc3)c2)cc1C,-0.8,nt,1.3,22,2,13,2,nt,23
COc1ccc(C(NC(C)=O)c2ccc3cccnc3c2O)c(OC)c1 (stereo not given),nt,nt,nt,6,4,5,5,nt,nt
COc1ccc(-n2c(CN3CCN(Cc4ccccc4)CC3)nc3ccc([N+](=O)[O-])cc3c2=O)c(OC)c1,-0.6,1.2,-1.4,5,-1,3,0,-3,-22
COc1ccc(-c2ccc(S(=O)(=O)NCC3CCCO3)cc2)cc1 (stereo not given),1.3,0.3,0.1,-22,-1,8,-6,1,3
CN(C(=O)CSc1nnc2ccccn12)C1CCS(=O)(=O)C1 (stereo not given),0.6,-0.3,0.7,12,1,8,0,1,2
COc1ccc(OC)c(-c2csc(NC(=O)C3=NNC(=O)CC3)n2)c1,1.0,1.0,-2.7,-23,1,2,-11,-7,3
COC(=O)c1sc(=S)sc1C(=O)OC,0.1,0.7,1.4,10,18,7,3,0,-1
N#Cc1c(C(F)(F)F)cc(-c2ccccc2)nc1SCc1nc(N)nc(N2CCOCC2)n1,2.6,0.2,-1.8,7,-44,11,-92,-9,-7
COCc1[nH][nH]c(=O)c1C=Nc1ccc(OC(F)(F)F)cc1,2.1,0.4,0.1,5,-1,6,-3,-6,17
O=C(COc1ccc(F)cc1)NCC1CCCO1 (stereo not given),1.1,-0.4,-0.5,11,-1,8,1,-2,5
O=C(Nc1cccc2c1CCCC2)C1CCCN(S(=O)(=O)c2cccc3nonc23)C1 (stereo not given),0.5,-0.1,-1.0,-5,1,25,-1,-4,1
Cc1cccc2c(C(=O)Nc3ccc(Br)cc3)cc(-c3ccccn3)nc12,1.3,2.6,-0.4,6,1,14,-8,1,4
COCCNC(=O)c1ccc(C(=O)C(=O)c2ccccc2)cc1,0.1,0.9,1.9,-7,-2,7,4,-10,1
CC(C)n1cnnc1SCC(=O)Nc1ccc(Br)cc1F,0.7,-0.7,-0.3,-4,-2,6,-1,-6,-6
COc1ccc(Nc2nnc(SCC3CCCO3)s2)cc1 (stereo not given),23,0.4,0.1,-26,-4,6,-5,-4,0
Cc1ccc2c(c1)C(c1ccccc1)N(C(=O)c1ccc(S(=O)(=O)N3CCOCC3)cc1)CC(=O)N2 (stereo not given),-0.4,-1.0,-0.4,12,-4,5,4,0,-2
O=C(C1CC(c2ccc(F)cc2)=NO1)N1CCCc2ccccc21 (stereo not given),-0.7,-0.6,1.3,-38,1,7,2,-6,0
Cc1ccc(-n2cc(C(C)(C)C)[nH]c2=S)cc1,-0.3,0.3,-2.5,-8,5,12,4,-2,-1
